# Compound activity from PubChem.
# Lipid droplet: modulators of hepatic lipid droplet formation; AML12 mouse hepatocytes, oleate lipid droplets, BODIPY imaging; inhibition, % at 6.5 µM; 0.4% of 240,000 active;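 active = lipid droplet intensity inhibited by at least 50%, with more than 500 cells counted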
#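 Material – mouse AML12 hepatocyte cell line, fixed after treatment · Compound dosing – one dose, 6.5 µM compound · Times – compound with oleate, overnight · Measured by – Image-based BODIPY and DAPI two-channel analysis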
# Ins promoter up: MIN6 insulin promoter up-regulation; z-score at 5 µM; 0.3% of 190,000 active; AID 1625; MIN6 insulin promoter-GFP reporter, high-content imaging; hits give high values;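 active = z-score above 3 at 5 µM with at least 500 cells counted in the well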
# T cell HTS: T cell immune modulation candidate; 2C CD8+ T cell-vesicle binding, flow cytometry; hits give low values; calls only at 7 µM; 0.068% of 330,000 active; AID 2052;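 active = response, share of CD8 T cells binding vesicles, and their 90th percentile fluorescence all below set limits, cut at about 80% in these data, passing the limit was not always enough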
#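 Assay system: 2C TCR transgenic mouse naive CD8+ T cells, MACS-purified | Read-out: CD8+ gate FL2 mean fluorescence as % of same-row positive control | Signal: High-throughput flow cytometry with anti-B7-1 and anti-CD8 staining | Timing: Binding step 1.5 h, 37 °C, antibody labelling 20 min, ice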
# MT stabilizer: microtubule stabilizers in HeLa cells; HeLa tubulin immunostaining HCS, 24 h; share of cells brighter than vehicle mean+2SD; % tubulin-high responders, % at 10 µM; 0.83% of 200,000 active; AID 2205;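 active = plate Z-score above 3 for both tubulin-high and condensed-nucleus cell shares, with cell loss under 80%, at 10 µM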;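 also: anti alpha tubulin signal scored within the nucleus-defined area of each cell; some results filed as inactive read as strong as hits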
# Autophagy HCS: autophagy modulation, high-content screen; AID 463193; MEF GFP-LC3 puncta imaging; test concentration mostly 10 µM; 0.98% of 190,000 active; calls only at 10 µM (by protocol);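 active = percentage of spot-positive cells more than 3 SD above its plate mean, without a fluorescence outlier flag or 80% toxicity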;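 also: spot-positive cell cutoff set from DMSO-treated cells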
# b-catenin transl: beta-catenin nuclear translocation modulation; HeLa beta-catenin nuclear translocation, immunofluorescence imaging; nuclear translocation activity, % at 5 µM; 0.3% of 190,000 active;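 active = nuclear translocation activity above 50% at 5 µM, with a well cell count of 50 or more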;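 also: per-cell ratio of nuclear to cytoplasmic median beta-catenin stain intensity; plate controls were DMSO negative control for no effect and GSK-3 inhibitor IX positive control for full effect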
#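 Test system: human HeLa cells, endogenous beta-catenin. Times: 24 h compound exposure, 37°C. Measured by: beta-catenin immunofluorescence imaging with DAPI.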
# ER stress rescue: rescue of cells from ER stress-induced death, primary screen, 384-well, CSM14.1, thapsigargin, ATP luminescence (AID 1222). CSM14.1 thapsigargin-induced death rescue, ATP luminescence; higher % means a stronger effect. cellular ATP content (survival), % at 20 µM; hits with a dose series show EC50 in µM. 190,000 tested, under 10 active;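 active = EC50 below 50 µM in the dose-response confirmation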;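 also: death triggered by thapsigargin at about 15 µM added after 2 h compound pretreatment; cell ATP read after overnight thapsigargin exposure of roughly 18 to 22 hours; normalized against plate controls of thapsigargin alone and 5% DMSO vehicle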
# Salmonella PhoP GFP: PhoP-dependent GFP reporter repression – Salmonella Typhimurium, primary screen (AID 1863) | 0.16% of 300,000 active | S. Typhimurium PhoP-regulated promoter GFP reporter, 4 h; higher % means a stronger effect | inhibition, % at 50 µM; hits with a dose series show IC50 in µM;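 active = inhibition over 29.93%, a cutoff 3 SD above the screen mean, later confirmed by dose response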;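 also: 0% = low Mg2+ inducing control and 100% = high Mg2+ repressing control; strong numbers were not always called active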
# Dynein transport: blocks dynein driven cargo transport along microtubules; 3617.4 mouse cells, GR-EGFP nuclear translocation imaging; test concentration mostly 20 µM; stimulated with dexamethasone, 1 µM; hits give low values; 0.47% of 220,000 active; AID 1381; z-score, hits read low;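 active = plate z-score of nuclear minus cytoplasmic receptor signal below a set negative limit, without overly bright fluorescence or cell loss, cut at about -3.5 in these data, passing the limit was not always enough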;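 also: z-score of nuclear minus cytoplasmic ring GR-EGFP intensity difference per well; some compounds called inactive have numbers as strong as hits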
#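 Medium: Induction medium lacking tetracycline, stripped serum | Probe or stimulus: 1.0 µM final dexamethasone stimulus | Schedule: 48 h induction, then 1 h compound, then 30 min agonist, 37 °C | Signal: Automated 10x imaging of fixed Hoechst-stained cells | Evaluation: Per-cell GR-EGFP intensity, nucleus versus surrounding cytoplasmic ring, well-averaged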
# Dynein transport cytoplasmic EGFP: also measured in Dynein transport; calls as there; z-score; measured here: cytoplasmic GR-EGFP intensity; hits give high values
# Dynein transport nuclear GR-EGFP: further read-out of Dynein transport, marked with its call; z-score; measured here: nuclear GR-EGFP intensity;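 lower value marks the stronger effect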
# Dynein transport cell count: also measured in Dynein transport; calls as there; z-score; measured here: cell count per field
# Ins promoter up cell count: also measured in Ins promoter up; calls as there; cell count; measured here: cytotoxicity, nuclei count;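 total cells summed across four imaged fields per well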
# Lipid droplet cells 6.5 µM: also measured in Lipid droplet; calls as there; cell count; measured here: cell count, cytotoxicity flag;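 cells counted across two imaged fields per well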
# b-catenin transl cell count 5 µM: further read-out of b-catenin transl, marked with its call; cell count; measured here: cell count, cytotoxicity flag
# T cell HTS vesicle-bound %: second read-out of T cell HTS, no call of its own (marks repeat the call); double positive events, %; measured here: CD8+ vesicle-bound cell fraction;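 binding gate set so that unloaded-vesicle control wells show 10% double positive cells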
# MT stabilizer Hoechst-high %: second read-out of MT stabilizer, no call of its own (marks repeat the call); % Hoechst-high responders; measured here: nuclear condensation Hoechst responders;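 share of cells brighter than vehicle mean plus two SD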
# MT stabilizer cytotoxicity %: further read-out of MT stabilizer, marked with its call; toxicity, %; measured here: cytotoxicity by cell density;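 0% = mean cell density of plate MIN control wells and 100% = no cells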
# Autophagy HCS cell loss 18 h: recorded beside Autophagy HCS, whose call it bears; toxicity, %; measured here: cell loss, nuclei count;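 cell loss after 18 h compound exposure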
# * = called active by the depositor; i = inactive; nt = not tested or not shown.
SMILES,Lipid droplet,Lipid droplet cells 6.5 µM,Ins promoter up,Ins promoter up cell count,T cell HTS,T cell HTS vesicle-bound %,MT stabilizer,MT stabilizer Hoechst-high %,MT stabilizer cytotoxicity %,Autophagy HCS,Autophagy HCS cell loss 18 h,b-catenin transl,b-catenin transl cell count 5 µM,ER stress rescue,Salmonella PhoP GFP,Dynein transport,Dynein transport cytoplasmic EGFP,Dynein transport nuclear GR-EGFP,Dynein transport cell count
Cc1ccc(C(=O)N/C(=C\c2ccc(-c3ccc(Br)cc3)o2)C(=O)NCCCN(C)C)cc1,-11,662,-0.06,1087,i,56,70,12,46,i,13,46,95,-4.7%,10%,-5.7,1.7,-3,-4.5
CC(C)C12CN3CC(C(C)C)(CN(C1)C3c1ccc([N+](=O)[O-])o1)C2=O (stereo unspecified),-5,705,-1.1,1040,i,24,nt,nt,nt,nt,nt,-0.4,1236,nt,-13%,-0.61,-0.23,0.067,0.25
COc1ccc(N(CC(=O)N2CCc3ccccc3C2)S(=O)(=O)c2c(C)nn(C)c2C)cc1,nt,nt,-0.69,975,i,62,3.6,3.8,11,i,16,-2.4,1139,-0.5%,13%,-0.31,-0.11,-0.15,-0.53
C#CCOCCOCCOCCNc1nc(N2CCN(C(=O)[C@H](CCC(=O)O)n3cc(C(N)Cc4ccc(O)cc4)nn3)CC2)nc(N2CCN(C(=O)[C@H](CCCCN)n3cc(C(N)[C@H](C)CC)nn3)CC2)n1 (stereo partly specified),-4,700,0.66,649,nt,nt,nt,nt,nt,nt,nt,-0.9,1345,nt,-7%,2.2,-0.75,1,-0.89
COc1ccc(NC(=O)c2ccc(-c3ccc(C)c4ccccc34)o2)cc1,0,776,0.43,1010,i,11,3.0,2.9,12,i,-11,nt,nt,-1.2%,7%,1.9,-0.21,1.1,-0.36
O=C(CCC1CCCC1)NCc1cccs1,nt,nt,-1.1,1578,i,42,4.1,1.6,6.4,i,-1,1.2,1476,-1.0%,-3%,-0.43,-0.14,-0.87,-0.91
COc1cc2c(cc1OC)C(c1cccc(C)c1)CC(=O)N2 (stereo unspecified),-36,684,0.19,1409,i,52,3.1,1.7,12,i,-20,6.7,899,2.3%,-4%,-0.19,-0.3,0.34,0.21
Cc1nc2ccc(NC(=O)CCS(=O)(=O)c3ccc(Cl)cc3)cc2s1,-9,655,-0.09,1119,i,40,2.9,2.4,0.9,i,12,-5.1,633,-8.4%,26%,0.34,-0.25,-0.2,0.42
Nc1nc(Nc2cccc(Cl)c2)n[nH]1,-11,707,-0.22,1057,i,30,nt,nt,nt,nt,nt,0.4,1286,nt,-7%,2.1,-0.17,1.1,-1.8
CC1CCN(C(=O)c2[nH]cnc2C(=O)N[C@@H](C)C(=O)OCc2ccccc2)CC1,10,613,-0.29,1026,i,16,nt,nt,nt,nt,nt,-0.4,1217,nt,-6%,-0.27,-0.82,-0.092,0.36
COC(=O)CNC(=O)c1c(C)cc(=O)oc1C,-22,658,0.48,1777,i,26,2.3,1.8,7.5,i,-2,-0.3,985,0.0%,4%,0.042,-0.26,0.21,0.37
CC1CN(C(=O)C(C)N2C(=O)c3ccccc3C2=O)CC(C)O1 (stereo unspecified),nt,nt,nt,nt,i,50,5.4,2.8,7.5,i,-8,-3.1,1177,-0.8%,-1%,-0.66,-0.23,-0.15,0.29
O=C(CCS(=O)(=O)c1ccccc1)Nc1cccc2c1C(=O)NC2=O,11,725,0.04,1276,i,40,4.5,1.5,8.5,i,-3,-1.0,1122,-0.5%,-1%,-0.68,-0.0032,-0.19,0.35
CCN1CCN(CC(=O)c2c[nH]c3ccccc23)CC1,nt,nt,-0.43,1478,i,46,2.2,1.8,6.7,i,-33,-1.9,955,1.2%,-1%,0.38,0.88,0.8,0.14
CCOC(=O)c1c(C)n(OC)c2ccc3c(no[n+]3[O-])c12,3,738,nt,nt,i,15,3.6,2.6,5.5,i,6,nt,nt,0.9%,-12%,0.13,-0.21,-0.11,0.72
O=S(=O)(c1ccccc1Cl)N1CCCC1c1nc(-c2ccc(Cl)cc2)no1 (stereo unspecified),-7,672,0.55,1939,i,5,1.7,2.1,5.1,i,-2,4.1,1036,1.1%,1%,-0.56,-0.17,-0.55,0.54
CCCCNC(=O)c1sc2nc(C)cc(COC)c2c1-n1cccc1,nt,nt,-0.69,1154,i,47,5.2,3.5,16,i,10,-1.4,802,-0.8%,1%,-0.3,-0.22,-0.046,0.46
O=C(O)CC1C(=O)NCCN1C/C=C/c1ccccc1 (stereo unspecified),12,638,0.92,2066,i,45,8.2,1.2,4.1,nt,nt,-1.1,1179,nt,12%,-0.23,0.0074,0.23,-1.2
CC[N+](CC)(CCCCS(=O)(=O)[O-])CCNP1(=O)C=C(c2ccccc2)OC(c2ccccc2)=C1,-7,655,-0.7,1160,i,19,5.1,1.8,11,i,-4,-0.8,1127,0.0%,0%,-0.16,-0.23,-0.2,-0.55
C(=C\c1ccccc1)/C=N/N1CCN(Cc2ccccc2)CC1,3,658,-0.14,1448,i,64,1.6,2.1,1.5,i,0,-0.2,1098,-0.4%,5%,-0.27,-0.19,-0.72,-0.37
COc1ccc(OC)c(NC(=O)c2ccc(CN3CCOCC3)cc2)c1,nt,nt,nt,nt,i,25,4.0,1.4,1.2,i,-5,1.6,844,-1.5%,2%,-0.74,-0.21,-0.026,0.19
CCOCCCNS(=O)(=O)c1ccc2c(c1)CCN2C(C)=O,nt,nt,-0.02,1306,i,26,2.0,3.3,6.5,i,-3,3.3,1450,-1.7%,7%,0.25,-0.2,0.19,0.17
CCCCC(=O)N/C(N)=N/c1nc2ccccc2o1,-10,736,-1.2,1431,i,14,nt,nt,nt,nt,nt,-6.4,1248,nt,-7%,-0.17,-0.28,-0.19,0.65
COc1cc(-c2nc(CN3CCN(c4ncccn4)CC3)c(C)o2)ccc1F,12,710,nt,nt,i,60,2.5,2.0,4.8,i,2,-0.1,1582,-0.6%,-4%,-0.61,-0.3,-0.27,0.85
CCc1c(C(=O)N/N=C/c2ccc(C)o2)csc1C,-17,717,nt,nt,i,53,4.4,2.8,5.1,i,-9,-2.4,1052,-3.1%,-5%,-0.28,-0.23,-0.047,-0.26
Nc1cc(Cl)nc(N/N=C/c2c(O)ccc3ccccc23)n1,14,653,-0.93,979,i,43,6.9,1.5,13,i,13,1.5,564,-5.2%,10%,0.11,-0.22,0.053,-0.16
CC(C)C(C)(C#N)NC(=O)CSc1nc2scc(-c3ccc(F)cc3)c2c(=O)n1Cc1ccccc1 (stereo unspecified),105*,608*,-0.17,1531,i,29,1.5,3.3,11,i,13,0.7,1045,4.3%,4%,1.4,-0.11,0.6,-0.53
Cc1cc(C)cc(NC(=O)CCNS(=O)(=O)c2ccc3c(c2)oc(=O)n3C)c1,-7,727,0.01,1211,i,53,3.9,2.4,6.4,i,-5,-3.3,1244,0.8%,-1%,-0.71,-0.19,-0.39,0.5
CC(=O)Nc1ccc(OCC(=O)N(CC(C)C)C2CCS(=O)(=O)C2)cc1 (stereo unspecified),1,609,-0.17,1621,i,45,3.2,2.7,5.6,i,-10,-5.7,1050,-0.4%,-6%,0.22,-0.34,0.13,0.13
N#Cc1nc(COc2ccc(Cl)cc2)oc1N1CCN(Cc2ccccc2)CC1,nt,nt,-0.34,1358,i,21,4.8,0.7,2.3,i,13,-4.8,869,0.4%,11%,0.66,-0.38,-0.068,0.3
CCCCCCNC(=O)N1C/C=C\C(c2ccc(OC)cc2)N(Cc2ccc(F)cc2)C(=O)C1 (stereo unspecified),-3,647,nt,nt,nt,nt,nt,nt,nt,nt,nt,-2.5,1227,nt,1%,-0.57,-0.76,-0.22,0.23
COc1ccc(N(CC(=O)Nc2ccc(OC)c(Cl)c2)S(=O)(=O)c2c(C)noc2C)cc1,nt,nt,-1.3,1223,i,22,8.6,7.0,16,i,1,-3.4,1018,1.3%,15%,-0.66,-0.54,-0.29,0.61
O=C1N/C(=N\N=C\c2cccs2)SC1Cc1cccc(Cl)c1Cl (stereo unspecified),-25,515,0.4,1092,i,47,13,55,30,i,17,60*,340*,-4.3%,-9%,2.6,0.19,1.4,-1.4
CC(C)C[C@H](NC(=O)[C@@H]1O[C@H]1C(=O)O)C(=O)NCCCCN=C(N)N,15,727,nt,nt,i,66,3.7,2.9,11,i,-2,nt,nt,10%,-4%,0.33,-0.27,0.6,0.23
